# From PubChem
# NCF1 inh: blocks human p47phox regulatory protein of NADPH oxidases | P14598 | AID 1274 | inhibition, % at 24.7 µM | actives 0.53% (n = 220,000) | p47phox/p22phox peptide binding, fluorescence polarization, 2 h;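 active = inhibition above about 30%, limit read from the data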;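 also: 0% = p47phox with labelled peptide and 100% = labelled peptide alone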
# Target sequence (P14598 whole entry, looked up): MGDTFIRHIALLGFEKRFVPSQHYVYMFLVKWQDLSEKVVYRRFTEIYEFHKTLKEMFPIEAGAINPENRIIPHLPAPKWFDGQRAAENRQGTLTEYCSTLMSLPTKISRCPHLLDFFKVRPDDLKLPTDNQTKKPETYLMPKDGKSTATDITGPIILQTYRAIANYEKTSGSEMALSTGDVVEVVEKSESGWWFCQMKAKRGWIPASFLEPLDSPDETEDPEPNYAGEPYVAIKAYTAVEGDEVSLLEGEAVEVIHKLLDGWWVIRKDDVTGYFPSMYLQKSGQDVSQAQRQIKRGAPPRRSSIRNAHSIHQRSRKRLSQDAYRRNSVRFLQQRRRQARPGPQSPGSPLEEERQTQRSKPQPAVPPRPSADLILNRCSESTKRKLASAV
# EBV gp42 inh: inhibitors of Epstein-Barr virus glycoprotein 42; inhibition, % (tested at 21.74 µM); actives 0.42% (n = 220,000); Q1HVG2; Fluorescence polarization binding assay, mP read-out; in the data active = inhibition above about 50%
# L929 necroptosis: L929 zVAD cell death inhibition | L929 zVAD necroptosis rescue, ATP luminescence, 24 h; with zVAD 60 µM | viability rescue, % at 10 µM | actives 0.38% (n = 220,000) | AID 1377;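 active = activation, scaled between plate controls, above about 75%, limit read from the data; inactive = activation under that limit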;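 also: 0% = zVAD with DMSO and 100% = DMSO alone without zVAD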
# Runt-SMMHC FRET: blocks binding of human RUNX1 Runt domain to CBFb-SMMHC. Cerulean-Runt/Venus-CBFb-SMMHC FRET ratio 530/480, 1 h. inhibition, % at 20 µM. actives 0.74% (n = 220,000). AID 1434;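 active = mean inhibition across duplicate retests at 20 µM reaching about 50%, limit read from the data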;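 also: 0% = DMSO wells and 100% = wells with excess untagged CBFb-SMMHC; inhibitors lower the FRET ratio by blocking Runt binding to CBFb-SMMHC; some results filed as inactive read as strong as hits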
# Target sequence (Q01196 whole entry, looked up, the tested form may be a part): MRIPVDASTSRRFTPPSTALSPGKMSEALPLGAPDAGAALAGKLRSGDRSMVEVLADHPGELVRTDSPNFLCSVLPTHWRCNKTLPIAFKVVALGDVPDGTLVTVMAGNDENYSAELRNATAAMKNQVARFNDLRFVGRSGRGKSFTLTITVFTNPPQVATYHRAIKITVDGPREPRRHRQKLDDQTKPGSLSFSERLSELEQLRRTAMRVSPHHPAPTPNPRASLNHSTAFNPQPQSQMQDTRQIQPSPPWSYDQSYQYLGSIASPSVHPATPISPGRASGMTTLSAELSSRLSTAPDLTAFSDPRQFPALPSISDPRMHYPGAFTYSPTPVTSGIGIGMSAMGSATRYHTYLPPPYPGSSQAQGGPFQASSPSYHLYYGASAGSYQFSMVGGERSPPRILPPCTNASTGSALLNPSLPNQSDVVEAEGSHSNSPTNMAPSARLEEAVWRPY
# Target sequence (Q13951 whole entry, looked up, the tested form may be a part): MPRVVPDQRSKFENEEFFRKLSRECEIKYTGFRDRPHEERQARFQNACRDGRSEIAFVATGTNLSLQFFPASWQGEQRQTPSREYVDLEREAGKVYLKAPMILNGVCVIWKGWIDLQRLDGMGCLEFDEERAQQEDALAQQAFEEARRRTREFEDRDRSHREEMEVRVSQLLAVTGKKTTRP
# 14-3-3 Bad PPI: disrupts binding of bovine 14-3-3 zeta to phospho-Bad peptide; actives 0.71% (n = 220,000); TR-FRET 14-3-3zeta/Dy647-pBad peptide displacement, 1 h; inhibition, % at 21.7 µM; AID 781; P63103;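 active = inhibition above about 70%, limit read from the data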;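 also: 0% = full 14-3-3 plus peptide FRET controls and 100% = background without 14-3-3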
# Runt-CBFb FRET: Runt domain-CBFb interaction inhibition | Q01196+Q13951 | Cerulean-Runt/Venus-CBFb FRET ratio 530/480, 1 h | inhibition, % at 20 µM | actives 0.46% (n = 220,000) | AID 1496;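 active = inhibition over about 50% at 20 µM in the single-dose screen, limit read from the data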;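 also: 0% = DMSO wells and 100% = excess unlabeled CBFb competitor control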
#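 Doses: 20 µM compound in 1% DMSO | Material: Cerulean-labeled Runt domain protein | Amount: Each fluorescent fusion protein 100 nM | Schedule: Two 1 h room-temperature incubations shielded from light | Measured by: FRET fluorescence | Evaluation: Loss of energy transfer signal | Controls: Unlabeled CBFb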
# Hck Nef HTS: blocks Nef-activated human Hck kinase; AID 463187; Recombinant Hck-YEEI plus Nef, Z-Lyte FRET kinase assay; inhibition, % at 20 µM; actives 0.68% (n = 220,000); P08631;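 active = Hck-Nef kinase inhibition above about 50%, limit read from the data; inactive = inhibition below that limit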;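 also: 0% = DMSO with Hck plus Nef and 100% = Hck alone without Nef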
# TbHK1 inh: blocks Trypanosoma brucei hexokinase 1 activity; recombinant TbHK1, G6PDH-coupled NADH A340; inhibition, % at 10 µM; actives 0.11% (n = 220,000); AID 1430;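 active = inhibition of 50% or more in the single-dose primary screen; inactive = inhibition below 50%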
# MDM2 E3 inh: Mdm2 E3 ligase (human) inhibition; cell-based MDM2 ubiquitination luciferase reporter, 2 h; 0 = plate control, 100 = twice control, blank-subtracted; Q00987; actives 0.11% (n = 210,000); signal enhancement, % at 5 µM; AID 1230;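 active = signal enhancement of 30% or more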;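 also: luminescence tracks abundance of the self-degrading MDM2-luciferase fusion protein; higher signal means inhibition of MDM2 E3 ligase activity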
#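 Material: Stable MDM2–luciferase fusion reporter cells | Amount: 2000 cells seeded into each well | Dosing: One concentration, 5 µM, with 0.2% DMSO | Incubation: 4 h cell settling then 2 h compound exposure, 37 °C | Measured by: Luciferase luminescence | Read-out basis: % enhancement relative to plate controls after blank subtraction | Benchmarks: Control and blank well means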
# Starred values were filed as active, the others as inactive; · = not tested or not shown; + = active, no number; [ ] = another dose, or the depositor's remark.
# Below each SMILES – Hck Nef HTS	MDM2 E3 inh	TbHK1 inh	L929 necroptosis	14-3-3 Bad PPI	Runt-SMMHC FRET	EBV gp42 inh	Runt-CBFb FRET	NCF1 inh
- CN(C(=O)COC(=O)c1ccc(S(=O)(=O)N2CCOCC2)cc1)C1CCCCC1
    24	10	-14	3.1	-10	1	-1	0	-5
- O=C1NCCc2cc3c(cc21)OCO3
    3	-4	0	0.4	-2	7	-17	0	0
- CC1=Nc2ccccc2N=C(NC(=O)CN2CCN(c3ccccc3)CC2)C1c1ccccc1 (stereo not given)
    -4	-15	-6	0.5	-4	1	5	-4	6
- CCC1=NN=C(c2ccc(F)cc2)C(c2c[nH]c3ccccc23)N1O (stereo not given)
    -4	-1	-21	·	-24	-2	-11	1	-1
- Cc1ccc(-c2[nH]c3cc(C(=O)NCCCn4ccnc4)ccc3c(=O)c2O)cc1
    -16	-8	-29	-0.7	37	-142	-4	-104	12
- CC1CN=C(Nc2cccc(S(=O)(=O)N(C)C)c2)S1 (stereo not given)
    -1	·	-9	0.3	9	2	-16	0	·
- O=C(CCC(=O)Nc1ccc(Cl)cc1Cl)NNC(=O)Nc1ccccc1
    -1	-20	-4	2.1	-4	-7	-3	1	-6
- CC(C)c1ccc2[nH]c(O)c(N=NC(=S)NCCc3ccccc3)c2c1
    1	-6	1	0.2	-3[fluorescence artefact?]	-3	8	-2	1
- CCc1nc(SCC(=O)c2c[nH]c3ccccc23)n[nH]1
    23	-36	-9	-0.1	-2	2	-36	-1	-14
- COc1ccc(Nc2ccnc3ccccc23)cc1
    2	-37	7	0.1	32	-7	4	-1	9
- CCOC(=O)c1cccc(NS(=O)(=O)c2cnc[nH]2)c1
    -2	-18	0	-0.3	-11[fluorescence artefact?]	-2	3	1	-8
- Cc1ccc2nsnc2c1NS(=O)(=O)c1c(C)ccc2nsnc12
    0	-16	-7	-0.1	·	-21	-14	-1	-48
- O=C(O)c1cccc(Oc2ccccc2[N+](=O)[O-])c1
    -1	13	21	0.8	-8	-3	-12	4	1
- CCOC(=O)NC(=O)CSc1nnc(SCCC(=O)O)s1
    2	-3	-1	1.0	-1	3	-12	1	-24
- CCOC(=O)c1c(NC(=O)CSc2nnc(-c3c[nH]c4ccccc34)n2CCOC)sc2c1CCCC2
    -5	·	-16	·	-8	-4	-7	0	-9
- Cc1ccc(NC(=O)COC(=O)Cn2cnc3c2c(=O)n(C)c(=O)n3C)c(Cl)c1
    28	-1	1	0.4	-8	2	-10	-2	-3
- CCOc1ccc(-c2cc(N)n(S(=O)(=O)c3cccc4nsnc34)n2)cc1
    19	-12	2	-0.8	-5	-1	6	1	-5
- O=S(=O)(c1ccccc1)c1nc(-c2ccco2)oc1N1CCCCCC1
    10	8	-11	0.2	-1[fluorescence artefact?]	4	1	2	8
- Cc1nc(C)c(CC(=O)N2CCc3c([nH]c4ccccc34)C2c2ccccn2)s1 (stereo not given)
    +	-3	-5	-0.8	-8	5	15	2	-4
- CN(C(=O)COC(=O)C1c2ccccc2Oc2ccccc21)C1CCS(=O)(=O)C1 (stereo not given)
    3	-14	3	0.2	-4	1	-19	0	-5
- Nc1nc(Cl)cc(NCCc2ccc(O)cc2)n1
    -20	-1	-2	6.3	-4	2	-3	-1	5
- CCCNC(=O)c1c(CSc2ccccc2)noc1C(=O)NCc1ccccc1
    24	6	4	-0.2	0	1	-17	2	-8
- O=C(CSc1nnc(Cc2ccccc2)o1)NCCN1C(=O)CSC1=O
    0	-5	-1	1.6	-6	0	-7	-3	-1
- CC(=O)c1cccc(N(CC(=O)Nc2ccc(F)cc2F)S(C)(=O)=O)c1
    7	-4	-8	0.6	-8	4	-12	1	-15
- O=C(NC(=S)NN1CCCCC1c1cccnc1)c1ccc(Br)cc1 (stereo not given)
    3	-4	-9	0.5	-11	3	3	0	-4
- O=C(CCC(=O)Nc1ccc(Cl)cc1Cl)N/N=C/c1ccc([N+](=O)[O-])o1
    14	7	-23	15	-5	33	-8	11	-7
- Cn1ccnc1C(=O)c1cc(SCC(=O)N2CCOCC2)nc2ccccc12
    2	-10	-17	0.4	3	0	-7	-1	9
- COc1cccc(C(=O)N(Cc2cc3cc(C)ccc3[nH]c2=O)C(C)C)c1
    0	-21	-14	1.6	-1	-1	-1	0	-4
- O=C(Oc1cccc2ccccc12)c1ccncc1
    5	·	6	-0.1	2	2	-8	-1	-9
- c1ccc2c(SCc3cn4cccnc4n3)ncnc2c1
    2	-18	-19	-0.4	-4	0	1	-1	3
- COC(=O)[C@H](CC(C)C)NC(=O)N1CCN(c2cccc(C(F)(F)F)c2)CC1
    0	-7	0	0.0	12[fluorescence artefact?]	-1	-9	-3	-18
- COc1ccc(S(=O)(=O)NCC2CCCN(Cc3ccccc3C)C2)cc1 (stereo not given)
    18	-7	12	-2.0	-9	5	-3	0	0
- CC(=O)c1cccc(NC(=O)CCNS(=O)(=O)c2cccc(C(C)=O)c2)c1
    -1	-12	6	0.8	7	-3	-6	0	-3
- CCOC(=O)/C=C1\SCC(=O)N1CC(=O)NCCOC
    -12	-3	-2	-0.1	-9	0	-12	-37	-14
- C=CCNC(=O)CSc1n[nH]c(-c2cc(Cl)ccc2OC)n1
    24	-7	-2	4.2	-12	2	-7	0	-7
- Cc1c(Cl)cccc1NC(=S)N1CCC(C(N)=O)(N2CCCCC2)CC1
    -7	-1	-1	·	-6	-2	19	-4	-8
- C=CCn1c(COc2cccc3ccc(C)nc23)nnc1SCC(=O)O
    5	-12	1	0.3	2	-2	-27	2	1
- COc1cc(Br)c(CCNC(=O)Cc2ccccc2)cc1OC
    2	-9	-3	0.3	7	2	-2	0	-1
- CSCCC1NC2(C(=O)Nc3c(C)cc(Cl)cc32)[C@@H]2C(=O)N(C3CCCC3)C(=O)[C@H]12 (stereo not given in full)
    0	-11	2	-0.5	-2	-1	0	-3	-2
- O=C(CN1C(=O)CC(c2ccco2)Sc2ccccc21)NCc1ccc2c(c1)OCO2 (stereo not given)
    1	-8	12	-0.3	3	-3	0	1	-14
- CCOc1ncccc1C(=O)Nc1ccc(OC)c(S(=O)(=O)N2CCCCC2)c1
    1	-13	-7	0.4	-8	1	-7	-2	-15
- Cc1cccc(CSc2nncc(=O)[nH]2)c1
    1	-1	3	0.0	4	-5	-4	0	-6
- Cc1cccc(NC(=S)N(c2ccccc2)C(C)C)c1C
    3	-9	5	0.4	0	-2	-2	5	1
- CCOC(=O)c1ccc(N2C(=O)c3n[nH]c(C)c3C2c2ccco2)cc1 (stereo not given)
    2	-5	7	0.3	-1[fluorescence artefact?]	2	0	-1	5
- C/C(=N\Nc1ccccc1)c1c(O)cc(C)oc1=O
    24	-4	-3	-0.8	-10	0	-9	4	-2
- CCOc1ccc(-n2nc3c(=O)n(CCN4CCCCC4)nc(C)c3c2C)cc1
    4	-15	-2	0.2	1[fluorescence artefact?]	-1	-10	0	3
- CCCNC(=O)c1ccc(N(Cc2ccccc2)S(C)(=O)=O)cc1
    1	-19	-7	-0.4	4	-4	14	0	-3
- CCOc1ccc(CCNC(=O)c2ccc(C)c(N3CCCC3=O)c2)cc1OCC
    14	-10	-4	-0.2	0	-1	17	0	7
- Nc1cc(-c2ccc(Br)cc2)[nH]n1
    -10	-13	4	·	6	-5	9	-1	6
- C=CCC(C=C)[N+]1(CC(=O)OC)CCCCC1 (stereo not given)
    -13	0	-3	0.9	1	-1	-5	-2	-6
- Cn1nc(CC(=O)Nc2cccc3ncccc23)c2ccccc2c1=O
    2	-14	-3	0.0	9[fluorescence artefact?]	0	-4	-1	1
- COc1cc(OC)cc(C(=O)NCCCN2CCOCC2)c1
    9	1	-3	-0.5	7[fluorescence artefact?]	2	-13	-2	-9
- Nc1nc2c(C(=O)N3CCOCC3)nnn2c2ccccc12
    1	-21	-14	0.4	1	-5	-14	1	-4
- COc1ccnc(NCc2cccc(C(F)(F)F)c2)c1C#N
    -1	-12	-1	-0.2	17	0	3	0	2
- O=C(CCn1c(=O)c2sccc2n(CC(=O)OCc2ccccc2)c1=O)NCc1ccccc1
    1	-17	3	0.1	-10	3	-11	-1	-7
- Cc1ccc(C(=O)CC2C(=O)N(c3ccccc3)C(=S)N2c2ccccc2)cc1 (stereo not given)
    4	-7	-8	-0.6	5	-1	-8	1	-18
- O=C(CN1CCN(Cc2ccccc2)C1=O)NCc1ccc(Cl)cc1
    0	-7	0	0.1	-4	-1	-21	2	-12
- CCCN1C(=O)c2cc(C(=O)NCCc3cccc(C)c3)ccc2C1O (stereo not given)
    2	-12	-6	1.7	-2	-2	-8	3	-7
- Cc1cc(NC(=O)c2ccoc2C)no1
    0	-3	-3	0.0	-2	-2	-14	-2	-15
- CC1CCN(c2nc3nonc3nc2Nc2ccc(F)cc2)CC1
    23	-21	-17	-0.4	-7	0	5	0	-2

# (more compounds)
# Below each SMILES – Hck Nef HTS	MDM2 E3 inh	TbHK1 inh	L929 necroptosis	14-3-3 Bad PPI	Runt-SMMHC FRET	EBV gp42 inh	Runt-CBFb FRET	NCF1 inh
- N#CCc1nn(-c2ccc(F)cc2)c(N)c1C#N
    21	-14	-5	9.7	-27	-2	-5	2	-12
- Cc1cccc(Nc2nnc(SCC(=O)NCc3cccs3)s2)c1C
    4	-2	38	1.9	-19	4	-28	-2	-19
- CC(OC(=O)CCN1C(=O)c2cccc([N+](=O)[O-])c2C1=O)C(=O)Nc1cc(Cl)cc(Cl)c1 (stereo not given)
    3	-4	33	0.7	-8	-8	-14	-5	-12
- CCOC(=O)C1(CCc2ccccc2)CCN(C(=O)c2ccoc2)CC1
    -2	3	2	-1.3	-7	3	2	-3	0
- c1ccc(-c2ccc(-c3nc(-c4cccnc4)no3)cc2)cc1
    0	-39	-1	0.1	0	1	-4	-2	11
- O=C(c1cc(-c2ccncc2)nc2ccc(Cl)cc12)N1CCN(C(=O)C2CCCO2)CC1 (stereo not given)
    8	-12	-18	-0.6	-4	1	-19	-1	-5
- CCOc1cc(S(=O)(=O)N2CCC(C(N)=O)CC2)ccc1F
    4	-16	-4	0.6	-10[fluorescence artefact?]	1	-9	1	-4
- O=C(NN1CCOCC1)NC12CC3CC(CC(C3)C1)C2
    12	-4	4	0.6	5	-6	-9	0	-5
- CSCC[C@H](NC(=O)NCCc1ccc(F)cc1)C(=O)O
    1	-12	0	1.6	-13	2	-4	1	0

# Part of the list above in order of formula weight, largest number first.
# Below each SMILES – Hck Nef HTS	MDM2 E3 inh	TbHK1 inh	L929 necroptosis	14-3-3 Bad PPI	Runt-SMMHC FRET	EBV gp42 inh	Runt-CBFb FRET	NCF1 inh
- CC(OC(=O)CCN1C(=O)c2cccc([N+](=O)[O-])c2C1=O)C(=O)Nc1cc(Cl)cc(Cl)c1 (stereo not given)
    3	-4	33	0.7	-8	-8	-14	-5	-12
- CCOc1cc(S(=O)(=O)N2CCC(C(N)=O)CC2)ccc1F
    4	-16	-4	0.6	-10[fluorescence artefact?]	1	-9	1	-4
- c1ccc(-c2ccc(-c3nc(-c4cccnc4)no3)cc2)cc1
    0	-39	-1	0.1	0	1	-4	-2	11
